Screening data as filed in PubChem BioAssay.
mcGAS RapidFire = mouse cGAS inhibition by mass spec; Q8C6L5; recombinant mouse cGAS, cGAMP by RapidFire MS; inhibition, % at 12.5 µM; hit rate 0.18% among 130,000;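 active = inhibition of cGAS enzyme activity at or above 60%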;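 note: enzyme stimulated by 45 bp dsDNA with ATP and GTP substrates; cGAMP share of summed cGAMP plus half ATP and half GTP signals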
Target sequence (Q8C6L5 whole entry, looked up): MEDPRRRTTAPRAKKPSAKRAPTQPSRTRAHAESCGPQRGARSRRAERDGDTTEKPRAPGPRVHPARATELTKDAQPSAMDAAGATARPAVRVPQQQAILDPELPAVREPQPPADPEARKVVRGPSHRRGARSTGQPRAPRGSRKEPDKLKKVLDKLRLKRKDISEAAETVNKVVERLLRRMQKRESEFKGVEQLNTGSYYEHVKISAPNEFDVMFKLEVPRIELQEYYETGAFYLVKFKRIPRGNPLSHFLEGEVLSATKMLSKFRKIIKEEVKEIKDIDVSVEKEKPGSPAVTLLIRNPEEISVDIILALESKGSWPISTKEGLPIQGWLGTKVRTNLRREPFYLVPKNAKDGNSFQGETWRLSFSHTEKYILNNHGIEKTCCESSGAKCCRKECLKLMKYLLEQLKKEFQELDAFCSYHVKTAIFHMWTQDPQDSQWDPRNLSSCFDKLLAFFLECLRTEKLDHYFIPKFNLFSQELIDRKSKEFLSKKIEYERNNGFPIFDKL
The depositor's hits bear a star; & = joins results of further samples. An excerpt; the hit share may differ from the screen's.

SMILES	mcGAS RapidFire
N#CCCN(CC1CCCO1)C(=O)c1ccccc1OCc1cccnc1 (stereo not given)	-10.1
O=C(COC(=O)c1ccc(Br)o1)Nc1nc(-c2ccco2)c(-c2ccco2)s1	0.6
O=[N+]([O-])C(=C1Nc2ccccc2N1)C(Cl)=C(Cl)Cl	10.9
CN1CCCC(c2nn3c(Cc4ccccc4)nnc3s2)C1 (stereo not given)	-7.5
C=CCN1CC(C(=O)NCC2CC2)CCC1c1ccc(OC)c(OC)c1 (stereo not given)	-2.4
Oc1cc(CN2CCOCC2)c(O)cc1CN1CCOCC1	-2.3
O=C(NC1CC(=O)N(Cc2ccccc2C(F)(F)F)C1)c1ccc[n+]([O-])c1 (stereo not given)	-13.1
COc1ccc(-c2nc(CN3CCCC(C(N)=O)C3)c(C)o2)c(OC)c1C (stereo not given)	-9.7
Cc1cc(C)cc(NC(=O)NCc2cccc(C(F)(F)F)c2)c1	-2.5
N#CCCN(CCO)Cc1ccccn1	3.1
Nc1cc(-c2ccc(Cl)c(Cl)c2)nn1-c1ccc(C(=O)N2CCC[C@H]2C(=O)OCc2ccccc2)cc1	8.7
O=C(CCc1nnc(Cc2ccc(-c3ccccc3)cc2)o1)N1CCCC(O)C1 (stereo not given)	-6.1
Cc1cccc2sc(=NC(=O)C(C)(C)C)n(C)c12	-6.9
COc1ccc(C(=O)N=c2sc(C)cn2C(C)C(=O)NCCN(C)C)cc1OC (stereo not given)	-7.2
O=C1N(Cc2cccnc2)C[C@@H]2C[C@@H](c3ccc(OCc4ccccc4)cc3)N3CCC[C@@]123	-6.2

Looked up above:
`COc1ccc(C(=O)N=c2sc(C)cn2C(C)C(=O)NCCN(C)C)cc1OC` (stereo not given) in mcGAS RapidFire reads -7.2
`O=C(COC(=O)c1ccc(Br)o1)Nc1nc(-c2ccco2)c(-c2ccco2)s1` in mcGAS RapidFire reads 0.6
`CN1CCCC(c2nn3c(Cc4ccccc4)nnc3s2)C1` (stereo not given) in mcGAS RapidFire reads -7.5
`Nc1cc(-c2ccc(Cl)c(Cl)c2)nn1-c1ccc(C(=O)N2CCC[C@H]2C(=O)OCc2ccccc2)cc1` in mcGAS RapidFire reads 8.7
`Oc1cc(CN2CCOCC2)c(O)cc1CN1CCOCC1` in mcGAS RapidFire reads -2.3
`COc1ccc(-c2nc(CN3CCCC(C(N)=O)C3)c(C)o2)c(OC)c1C` (stereo not given) in mcGAS RapidFire reads -9.7

Further results:
SMILES	mcGAS RapidFire
COc1cc2cc(CN3CCCC3c3nonc3C)c(=O)[nH]c2cc1OC (stereo not given)	-1.3
CNc1ncc(C(=O)N2CCC3(CCOCC3)CC2)cn1	-1.1
O=C1CCCC2(C1)CC(=O)c1sc3ccccc3c1O2 (stereo not given)	-8.6
Fc1ccc(C=Nn2cnn(Cc3ccccc3Cl)c2=S)cc1	45.6
CC(CC(=O)N(C)c1cccnc1)c1ccccc1 (stereo not given)	0.3
CCSCCOC(=O)C1=C(C)N(C)C(=O)NC1c1ccc(Cl)cc1 (stereo not given)	0.2
Cc1cc(C(=O)N2CCCC(N3CCN(Cc4ccc5c(c4)OCO5)CC3)C2)nc(C)n1 (stereo not given)	-5.5&-3.0
CC(Nc1ccc(C#N)cn1)c1ccccc1Br (stereo not given)	-15.8&-1.2&2.9
O=C1/C(=C/c2ccsc2)CSC/C1=C/c1ccsc1	-33.7
O=C(NCc1cn2ccsc2n1)C(=O)Nc1cccc2c1CCCC2	-5.3
COc1cc(/C=C/CN2CCCC(CNC(=O)c3ccco3)C2)ccc1O (stereo not given)	-6.2&-2.6
C1=CCC(CNCc2cccnc2N2CCN(c3ccccn3)CC2)CC1 (stereo not given)	0.7
CN(Cc1cc2n(n1)CCCNC2)Cc1noc2c1CCCC2	-15.8
O=C(CC1C(=O)NCCN1Cc1cccc2ccccc12)NCCc1cccc(Cl)c1 (stereo not given)	-4.6
COc1ccc(-c2nnc3n2N=C2CCCCC2S3)c(OC)c1 (stereo not given)	-5.0
COC(=O)C1=C(C)N(CCc2cccs2)C(=O)NC1c1ccc(Cl)s1 (stereo not given)	-4.8
COc1cc(OC)c(OC)cc1CNC(=O)CCl	4.5
O=C(NC(c1ccccc1)c1ccccc1)[C@@H]1CCCN1C(=O)c1cc2cc(O)ccc2[nH]1	-1.8
Cc1nnc(SCC(=O)Nc2sc3c(c2C(N)=O)CCCC3)[nH]c1=O	-1.4
CCC(=O)O[C@]1(C(=O)CCl)[C@@H](C)C[C@H]2[C@@H]3CCC4=CC(=O)C=C[C@]4(C)[C@@]3(F)[C@@H](O)C[C@@]21C	-17.3
N#CC1(C#N)OC(C#N)(C#N)C2OC=CC21 (stereo not given)	1.5
CCCCCn1c(=O)c2c(nc3n(CCO)c(C)c(C)n23)n(C)c1=O	-2.3
CN1C(=C2C=NN(c3ccccc3)P2(=O)N2CCCC2)C(C)(C)c2ccccc21 (stereo not given)	-26.4
Cc1cccc(CN2CCN(C(=O)c3cn(-c4ccccc4)nn3)C(C)C2=O)c1 (stereo not given)	-45.6
COc1ccc2oc(=Nc3ccccc3OC)c(-c3nc4ccccc4[nH]3)cc2c1	-3.8
N[C@@H]1[C@@H](O)[C@H](O)[C@@H](CO)O[C@H]1O	0.5&1.7
CCN(Cc1nc2cc(Cl)ccc2c(=O)[nH]1)C(=O)COc1ccc(C(C)C)c(C)c1	-10.3
COc1ccc(OC)c(C(=O)N2CCN(C)Cc3ccccc32)c1	-4.6
CNC(=O)c1cccc(CNC(=O)Cn2ccc(=O)n(C)c2=O)c1	-6.1
Cc1cn2c(CCC(=O)O)csc2n1	-2.2
CC1=C(C(=O)N(Cc2cncs2)C2CC2)C(c2cccnc2)NC(=O)N1 (stereo not given)	-20.0
CCOC(=O)c1c(C)[nH]sc1=S	-14.7
CC(=O)OC1C([N+]2(C)CCCCC2)C[C@H]2C3CC[C@H]4C[C@H](OC(C)=O)C([N+]5(C)CCCCC5)CC4(C)[C@H]3CCC12C (stereo not given in full)	-6.0
O=C(NCc1ccccc1)N1CCC(Cn2cc(CN3CCC(O)C3)nn2)CC1 (stereo not given)	-10.5
OC(C#Cc1ccccc1)c1ncc(-c2ccccc2)[nH]1 (stereo not given)	34.9
COc1ccc(CCN(C)Cc2nc(-c3ccccn3)no2)cc1OC	-10.2&-2.1
CCn1cc(CN2CCN(C(C)C)C(CCO)C2)cn1 (stereo not given)	-0.9
CCOc1ccc(N2CCN(C(=O)c3cccc(Br)c3)C(C)C2=O)cc1 (stereo not given)	3.3
CC(Sc1nc2cc(-c3ccccc3)sc2c(=O)n1CCN1CCOCC1)C(=O)N1CCCC1 (stereo not given)	-0.6
CCCCOc1ccc(C(=O)Nc2c(C)nc3ccc(C)cn3c2=O)cc1	5.6
Cc1cccnc1C1=NOC(C)C(=O)N1Cc1ccc(F)cc1 (stereo not given)	21.4
CCC1CN(CC(=O)NC(C2CC2)C2CC2)CCN1CC(C)O (stereo not given)	-40.4
CN(C)c1ncc(CN2CCC(CCC(=O)NCc3cccnc3)CC2)s1	0.6
O=C(c1cc(=O)c(OCc2ccccc2)co1)N1CCN(c2ccccc2)CC1	-2.5
Cc1oc(C(C)C)cc1C(=O)N1CCn2c(C(N)=O)cnc2C1	2.4
Cc1noc(C)c1CNC(=O)C1(c2cccc(F)c2)CCCC1	-4.4
O=C(O)C(NCc1ccccc1)c1ccc(C(F)(F)F)cc1 (stereo not given)	-1.2
CC(NC(=O)c1cc2cc(F)ccc2s1)c1cccc(S(N)(=O)=O)c1 (stereo not given)	7.3
CC(=O)NCc1ccc(S(=O)(=O)N(C)c2ccccc2)s1	-2.8
O=C(NC1CCN(Cc2ccccc2)C1)C1CCCCC1C(=O)N1CCc2c([nH]c3ccccc23)C1 (stereo not given)	3.0
CC(SC1=NCCS1)C(=O)Nc1ccc(F)cc1 (stereo not given)	4.3
COc1cc2c(cc1OC)C(=O)NC1(CCSCC1)N2	-21.7
C1=CCN(c2ccc(CNCc3csc4ccccc34)cc2)C1	-9.0
CC(C)c1noc(-c2ccc(N3CCCCC3CC(N)=O)nc2)n1 (stereo not given)	-7.2
O=C(Nc1c[nH]ccc1=O)c1ccc(SCc2ccccc2)cc1	-7.3
Cc1nc(N2CCN(C)CC2)sc1C(=O)N(C)C	-13.8&-3.6
Cc1cc(S(=O)(=O)n2ccnc2)c(Cl)cc1Cl	-2.3
COc1ncccc1-c1ncccc1NC(=O)C(C)C	-35.7
COc1cccc(CN2CCN(Cc3ccc4c(NC(C)=O)cccc4n3)CC2CCO)c1 (stereo not given)	-8.0
COCc1n[nH]c(=S)n1-c1ccccc1	-2.3

Continued.
SMILES	mcGAS RapidFire
Cc1ccc(-n2c(SCCC(N)=O)nnc2-c2ccncc2)cc1	-5.1
O=C(NCc1ccn[nH]1)C(=O)Nc1ccc(Br)cc1Cl	-8.7
NC(c1cc(Cl)cc([N+](=O)[O-])c1O)P(=O)(O)O (stereo not given)	-5.3
CCOC(=O)C1(CCOC)CCN(Cc2c(C)n(C)n(-c3ccccc3)c2=O)CC1	-4.5
CC(C)c1ncc(S(=O)(=O)N2CCc3ccccc3CC2)[nH]1	-9.1&-2.4
CCn1c(C)cc(C(=O)CSc2nnc(NC3CC3)s2)c1C	-4.7
CC(C)(C)NC(=O)N1CCn2cccc2C1c1ccc(Cl)cc1Cl (stereo not given)	2.1
Cc1ccc(-c2csc3ncnc(N4CCCC(O)C4)c23)cc1C (stereo not given)	3.9
COc1ccc2c(c1)CCN2C(=O)Nc1ccc(N2CCCC2)nc1	-9.9
c1cnn(CC2CN(c3ncnc4c3CCC4)CCO2)c1 (stereo not given)	-9.5
COc1c(C)cc(-c2cc(C(N)=O)ccn2)cc1C	5.2
CC(=O)NC(C)(c1ccccc1)c1nc(-c2ccncc2)cs1 (stereo not given)	8.0
CCOC(CCC1C(CO)c2ccccc2N1C(C)=O)OCC (stereo not given)	2.8
O=C(CSc1nnc(NC(=O)COc2ccccc2)s1)Nc1ccc(Br)cc1	0.7
N#CCSc1nnc(CC2CCS(=O)(=O)C2)o1 (stereo not given)	-22.2
CC(O)CN1CCN(CC(=O)N(C)Cc2ccc(Cl)s2)CC1 (stereo not given)	-9.4
CC(=O)N1CCc2cc(NC(=O)C3(C)CCN3CCOc3ccccc3)ccc21 (stereo not given)	-8.0
C#Cc1ccc(CN2CCC(N3CCC(C(=O)NCc4ccccn4)CC3)CC2)cc1	-5.7
O=C1CSC(=O)N1Cc1cc2c(cc1Cl)OCO2	15.5
CSc1ccccc1C(=O)N1CCCC(CNC(=O)c2ccc(-c3ccccc3)cc2)C1 (stereo not given)	1.8
Cc1ccc(-n2c(SCC(=O)N3CCOCC3)nc3c(c2=O)SCC3)cc1	-7.1
CN(Cc1ccc(-n2cncn2)cc1)CC1CCCCO1 (stereo not given)	0.6
Cc1nc2ccccn2c(=O)c1NC(=O)c1ccc([N+](=O)[O-])cc1	-5.0
O=C(c1cc(Cl)ccc1OC(F)F)N1CCC(O)CC1	-6.8
COCCN1CCN(Cc2nc(-c3ccoc3)no2)CC1	-9.8
COc1ccc(NC(=O)c2sc(=O)n(CCOc3ccc(F)cc3)c2C)cc1OC	1.2
CNC(=S)N(Cc1ccc(OC)cc1)C1CC(=O)N(c2ccccc2)C1=O (stereo not given)	-7.0
CNc1cncc(-c2cccnc2)n1	-4.9
Cc1cc(=O)oc2cc(CN3CCN4C(=O)CN(C)C(=O)C4C3)ccc12 (stereo not given)	-13.3
Cc1c(C(=O)N2CCC(C)CC2)c(C(F)(F)F)nn1C1CCCN(C)C1 (stereo not given)	-7.6

2 of these compounds in a different format.
> Cc1ccc(-n2c(SCC(=O)N3CCOCC3)nc3c(c2=O)SCC3)cc1
  mcGAS RapidFire: -7.1
> CN(Cc1ccc(-n2cncn2)cc1)CC1CCCCO1 (stereo not given)
  mcGAS RapidFire: 0.6

(further entries)
SMILES	mcGAS RapidFire
COc1cccc(CN(C)C(=O)NC2CCCCC2C)c1OC (stereo not given)	-15.7
CCOC(=O)N1CCN(C2CC(=O)N(c3ccc(OC)cc3)C2=O)CC1 (stereo not given)	3.5
Cc1cc2cc(CNC(=S)Nc3ccccc3)ccc2n1C	5.4
Cc1cccnc1CC(C)NC(=O)c1c(-c2ccccc2)noc1C (stereo not given)	-18.0
CC(Oc1ccc(C#N)cc1)C(=O)N/N=C\C=C\c1ccco1 (stereo not given)	1.6
COc1ccc([C@@H]2CC(=O)c3c(O)cc(O[C@@H]4O[C@H](CO[C@@H]5O[C@@H](C)[C@H](O)[C@@H](O)[C@H]5O)[C@@H](O)[C@H](O)[C@H]4O)cc3O2)cc1O	11.5
COc1ccc(NC(=O)N(C2CCCCC2)C2CC2)cc1C	-13.8
CCOC(=O)CC(=O)CSc1nc(N)c2c(C)c(C)sc2n1	-12.3
Cc1ncsc1CCN(C)C(=O)[C@@H]1C[C@H](NC(=O)N(C)C)CN1C	-16.0
CC(C)[C@@H]1CC[C@@H](C)C[C@H]1O	-11.0
O=c1[nH]c(C=Cc2ccc(Br)cc2)nc(O)c1[N+](=O)[O-]	17.6
O=C(Nc1cc2c3c(c1)CCN3C(=O)CC2)c1c(F)cccc1F	-6.4
CC(=O)NCCC(=O)N1CC(C)CC(C)C1 (stereo not given)	-18.5
Cc1[nH]c2ccc(CNC(=O)CCCc3nc(-c4ccncc4)no3)cc2c1C	0.6
Cc1nn(Cc2n[nH]c(=O)n2CCc2ccccc2F)c(C)c1C	-18.1

Filtered by structure, the entries above containing a tert-butyl group (two)
SMILES	mcGAS RapidFire
Cc1cccc2sc(=NC(=O)C(C)(C)C)n(C)c12	-6.9
CC(C)(C)NC(=O)N1CCn2cccc2C1c1ccc(Cl)cc1Cl (stereo not given)	2.1

New compounds follow
SMILES	mcGAS RapidFire
O=C(C1CNCCO1)N1CCC(c2cc(Cc3ccccc3)[nH]n2)CC1 (stereo not given)	4.9
CC1=C/C(=N\NC(=O)C(C)Nc2c(C)cccc2C)CC(C)(C)C1 (stereo not given)	-30.8
Nc1nc(-c2cc(Cl)ccc2Cl)cs1	-4.1
O=C(c1scc2c1OCCO2)N1CCOC(Cc2ccc(F)cc2)C1 (stereo not given)	-0.9
O=c1c2c(nc3c(-c4cccc5ccccc45)c[nH]n13)CCC2	4.9
COc1cccc(CCNc2nncc(-c3ccccc3F)n2)c1OC	-2.7
c1ccc(-n2cncn2)c(CNC2CCC3(CCNCC3)CC2)c1	-7.4
Cc1nccn1CC1CCc2c(c3ccccc3n2C)C1=O (stereo not given)	-7.5&-1.5&1.4
